Source: PubChem (Broad Institute)
dFosB activator = enhances mouse delta FosB homodimer DNA binding. P13346. purified delta FosB, TAMRA-CDK5 oligo fluorescence polarization; percent of positive-control signal above neutral wells. activation, % at 25 µM. 0.99% of 340,000 active;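 active = mean activation above about 17%, with every replicate also reaching it, limit read from the data, passing the limit was not always enough; inconclusive = only one of the two conditions met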;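 also: fluorescence polarization rise as delta FosB binds a TAMRA Cdk5 AP-1 oligo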
NSD2 HMT inh = blocks human histone methyltransferase NSD2; O96028; NSD2 peptide methylation, AlphaScreen, 120 min; inhibition, % at 12.5 µM; 0.54% of 310,000 active; AID 743445; in the data active = inhibition above about 50%
CAL PDZ FP-1 = inhibitors of human CAL PDZ peptide binding; inhibition, % at 24.9 µM; Q9HD26; AID 602252; 0.92% of 300,000 active; purified CAL PDZ, TMR-peptide fluorescence polarization, 1 h;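 active = mean inhibition of at least 30% with at least half of replicates also reaching 30%; inconclusive = no clear call, values can overlap the other calls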;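 also: 0% = DMSO neutral control and 100% = excess unlabeled competitor peptide PRC23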
MITF act = activators of MITF-driven TRPM1 promoter activity in SK-MEL-5 cells; SK-MEL-5 TRPM1-promoter luciferase, 24 h; % of positive control, neutral wells = 0; activation, % at 12.5 µM; 0.75% of 300,000 active;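 active = mean activation of at least 80% with every replicate also reaching 80%; inconclusive = mean reaches 80% but some replicate falls short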;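 also: 0% = neutral control wells and 100% = parthenolide positive control wells; values of inactives mirror those of a sister screen read the other way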
PfHsp90 set2 = inhibits growth of yeast expressing Plasmodium falciparum Hsp90 | S. cerevisiae expressing PfHsp90, BacTiter-Glo ATP, 48 h; yeast lacking PDR1 and PDR3 efflux regulators | inhibition, % at 9.4 µM | 0.32% of 310,000 active | AID 504621;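 active = every replicate shows inhibition above about 80%, whatever the replicate mean, limit read from the data; inconclusive = mean inhibition reaches the set limit but some replicate falls short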;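 also: 0% = DMSO neutral controls and 100% = 20 µM radicicol positive controls; yeast relying on Plasmodium falciparum Hsp90 in place of its own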
Rtt109 Vps75 = inhibitors of Candida albicans Rtt109/Vps75 histone acetyltransferase; inhibition, % at 34.9 µM; purified Rtt109/Vps75, ThioGlo CoA-SH fluorescence, 4 h; 0.16% of 330,000 active; Q5AAJ8; AID 540336;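 active = inhibition of at least 50% in every replicate; inconclusive = best replicate reaches 50% inhibition but some replicates fall short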
Target sequence (Q5AAJ8 whole entry, looked up): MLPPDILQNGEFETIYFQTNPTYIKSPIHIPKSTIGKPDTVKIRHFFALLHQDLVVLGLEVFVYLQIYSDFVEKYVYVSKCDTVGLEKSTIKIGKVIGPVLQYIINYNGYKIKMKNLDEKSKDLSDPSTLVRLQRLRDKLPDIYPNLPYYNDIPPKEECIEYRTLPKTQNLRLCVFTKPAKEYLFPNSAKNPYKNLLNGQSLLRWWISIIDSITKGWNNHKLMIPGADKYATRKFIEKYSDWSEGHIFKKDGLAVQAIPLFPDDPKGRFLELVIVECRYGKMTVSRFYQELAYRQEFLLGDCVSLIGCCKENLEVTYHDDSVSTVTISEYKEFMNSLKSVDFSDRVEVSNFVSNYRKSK
CAL PDZ FP-2 = human CAL PDZ-peptide interaction inhibition; Q9HD26; purified CAL PDZ, TMR-peptide fluorescence polarization, 1 h; inhibition, % at 20 µM; 0.02% of 330,000 active; AID 504414;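 active = highest replicate inhibition of at least 40%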;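 also: plate controls were DMSO neutral control wells for no effect and unlabeled competitor peptide control wells for full effect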
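Control set: unlabelled peptide and DMSO controls / Material: purified CerCALP PDZ construct / Timing: 1 h incubation at room temperature before polarization reading / Doses: 20 µM, one dose / Detection: fluorescence polarization (mP)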
SR-BI DiI inh = mouse SR-BI HDL lipid transfer inhibition; ldlA[mSR-BI] CHO cells, DiI-HDL uptake fluorescence, 3 h; inhibition, % at 12.5 µM; 0.96% of 320,000 active;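 active = mean replicate inhibition of at least 70% and a set share of replicates each scoring 70 or more; inconclusive = meets just one of the two criteria; inactive = fails both criteria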;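 also: 0% = median of neutral control wells and 100% = median of positive control wells; values of inactives mirror those of a sister screen read the other way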
Target sequence (Q61009 whole entry, looked up): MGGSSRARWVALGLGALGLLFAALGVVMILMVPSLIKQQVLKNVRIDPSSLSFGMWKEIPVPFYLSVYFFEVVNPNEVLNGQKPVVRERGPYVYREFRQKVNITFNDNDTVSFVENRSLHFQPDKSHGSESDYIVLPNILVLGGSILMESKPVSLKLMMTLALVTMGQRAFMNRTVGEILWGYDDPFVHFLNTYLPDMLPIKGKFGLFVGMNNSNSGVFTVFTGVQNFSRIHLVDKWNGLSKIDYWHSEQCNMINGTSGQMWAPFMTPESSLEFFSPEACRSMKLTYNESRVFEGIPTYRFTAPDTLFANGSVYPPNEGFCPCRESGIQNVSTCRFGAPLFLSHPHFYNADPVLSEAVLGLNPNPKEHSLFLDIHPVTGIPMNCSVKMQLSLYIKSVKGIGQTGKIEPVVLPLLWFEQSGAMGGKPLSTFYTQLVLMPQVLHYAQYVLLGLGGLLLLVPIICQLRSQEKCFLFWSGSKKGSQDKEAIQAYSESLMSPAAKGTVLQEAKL
SR-BI uptake up = enhances SR-BI lipid uptake from DiI-HDL; CHO ldlA[mSR-BI] cells, DiI-HDL uptake fluorescence, 3 h; 100 = double the neutral-control signal; activation, % at 12.5 µM; 0.096% of 320,000 active; AID 504775;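 active = mean replicate activation of at least 60% and every replicate at or above 60%; inconclusive = mean or all-replicate condition met, but not both; inactive = mean below 60% and not all replicates reaching 60%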;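 also: 0% = median plate neutral-control signal and 100% = twice that signal; values of inactives mirror those of a sister screen read the other way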
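Material: SR-BI-overexpressing, LDLR-lacking CHO cells; schedule: compound exposure 3 h, 37 °C; reagent: DiI-labelled HDL at 10 µg/mL final; technique: bottom-read fluorescence, 550/595 nm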
PvdQ inh = blocks Pseudomonas aeruginosa PvdQ acylase activity; purified PvdQ acylase, fluorescence plate reader; inhibition, % at 10 µM; 0.063% of 340,000 active; in the data active = inhibition above about 30%, passing the limit was not always enough; inconclusive = no clear call, values can overlap the other calls;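 also: 0% = vehicle neutral wells and 100% = reference inhibitor wells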
An asterisk follows results filed as active; ? = inconclusive; · = not tested or not shown.

Start of the data: the first 2 compounds, to show the layout:
Results follow in this order: SR-BI DiI inh	NSD2 HMT inh	PvdQ inh	CAL PDZ FP-2	CAL PDZ FP-1	PfHsp90 set2	SR-BI uptake up	dFosB activator	Rtt109 Vps75	MITF act
- Cc1sc(-n2c(C)cc(C=O)c2C)c(C(=O)O)c1C
→ -8	7	-11	·	-3	·	8	2	-4	7
- CCCN(CCC)C(=O)Cn1c(=O)n(CCCC(=O)NCc2ccco2)c(=O)c2sccc21
→ ·	2	-7	-2.7	-2	4	·	-8	-8	-6

All compounds of this part, from the start:
Results follow in this order: SR-BI DiI inh	NSD2 HMT inh	PvdQ inh	CAL PDZ FP-2	CAL PDZ FP-1	PfHsp90 set2	SR-BI uptake up	dFosB activator	Rtt109 Vps75	MITF act
- Cc1sc(-n2c(C)cc(C=O)c2C)c(C(=O)O)c1C
→ -8	7	-11	·	-3	·	8	2	-4	7
- CCCN(CCC)C(=O)Cn1c(=O)n(CCCC(=O)NCc2ccco2)c(=O)c2sccc21
→ ·	2	-7	-2.7	-2	4	·	-8	-8	-6
- O=c1c2ccccc2nc2c3ccccc3c(NCCO)nn12
→ -1	·	-16	-1.8	·	11	1	-53	-14	1
- Cn1c(=O)n(C)c2cc(NC(=O)c3ccc(F)cc3)ccc21
→ 29	-3	12	-0.9	3	8	-29	-5	6	1
- CCn1c(COc2ccc(C)cc2)nnc1SCc1nc2ccccc2[nH]1
→ 10	-4	-8	-2.6	·	-2	-10	-16	-4	-6
- COCc1cc(C)nc(OC)c1C(N)=O
→ -18	-3	7	-0.5	3	·	18	0	-2	4
- N#Cc1cccc(CN2CCC(=O)N([C@H](CO)c3ccccc3)CC2)c1
→ -15	·	1	-0.3	-5	-9	15	0	5	1
- N#Cc1nc(COc2ccc(F)cc2)oc1N1CCC(Cc2ccccc2)CC1
→ -24	1	6	-0.1	4	0	24	-2	2	4
- CSc1ccc(CN(C)CC(=O)NCc2ccccc2)cc1
→ -19	1	10	1.0	4	-11	19	1	-2	-9
- COc1ccc(N(CC(=O)NC(C)(C)C)C(=O)CCC(=O)Nc2nccs2)cc1
→ -19	-3	1	-0.8	-4	-3	19	-5	6	-5
- O=C(NC(NC(=S)Nc1ccccc1C(=O)O)C(Cl)(Cl)Cl)c1ccccc1 (stereo unspecified)
→ -3	·	-17	-2.6	2	-9	3	-6	3	2
- CN1C(=O)c2oc3ccccc3c(=O)c2C1c1ccccn1 (stereo unspecified)
→ 22	1	-16	1.0	2	-41	-22	-5	-8	8
- C/C(Cc1ccccc1)=N\NC(=O)CCCCCC(=O)N/N=C(\C)Cc1ccccc1
→ 45	1	0	·	1	-21	-45	-14	10	2
- O=C(NC(=S)Nc1ccccc1[N+](=O)[O-])c1ccccc1Cl
→ 12	-1	-16	-1.6	5	-2	-12	-12	0	·
- COc1ccccc1NC(=O)CSC1=NCCN1
→ ·	15	-7	-0.1	4	25	·	-2	?	4
- O=C(CCCOc1ccccc1)Nc1nc2ccccc2[nH]1
→ 1	-3	-9	11	-4	-12	-1	-6	1	?
- CNc1nc(N)c(C(=O)C(C)(C)C)s1
→ -1	2	-18	-1.0	-1	-31	1	-11	15	-6
- C=CCNc1nc(-c2ccc(Cl)cc2)cs1
→ 25	-1	0	0.6	-3	-20	-25	1	1	134*
- CS(=O)(=O)c1ccc(NC(=O)CN2C(=O)C3CCCCC3C2=O)cc1 (stereo unspecified)
→ -7	2	-6	-2.2	5	-15	7	-1	-9	-8
- CCCS(=O)(=O)N1CCCC(C(=O)NCCCOC(C)C)C1 (stereo unspecified)
→ -13	-2	-4	-3.2	-5	-51	13	7	7	9
- CCOc1ccc(C2=Nn3c(nnc3-c3ccc(OC)cc3)SC2)cc1
→ 23	0	-12	-22	·	-16	-23	-14	5	-8
- O=C(C=Cc1ccccc1)c1ccc([N+](=O)[O-])cc1
→ 0	6	-8	0.3	0	-19	0	3	-6	12
- O=C(N[C@@H](Cc1ccccc1)C(=O)O)c1cccnc1
→ ·	·	-2	-1.0	-3	-25	·	9	-4	-3
- COC(=O)CN(c1cccc(C(C)=O)c1)S(C)(=O)=O
→ -33	-3	8	-1.9	1	-17	33	-3	34	11
- Nc1nc2ccc(C(=O)NC3CCCCC3)cc2s1
→ 2	-1	-11	·	-5	-18	-2	1	1	-3
- Cc1cccnc1NC(=O)CSc1nnc(COc2ccc(C(C)C)cc2)n1C
→ 11	0	-5	-3.4	-3	-15	-11	-4	4	5
- CC1(C)C2CCC1(CS(=O)(=O)N1CCN(c3ccc(F)cc3)CC1)C(=O)C2 (stereo unspecified)
→ 0	0	-14	0.0	-6	25	0	-5	-6	0
- COc1cccc(Nc2cc(N3CCOCC3)c3nonc3c2[N+](=O)[O-])c1
→ -1	3	-4	-3.3	-4	-6	1	-7	23	·
- O=C(CC(=O)N/N=C/c1c(Cl)cccc1Cl)NCc1cccnc1
→ -3	-1	9	-2.9	-2	-9	3	-1	29	-5
- COc1ccc(C(=O)N/N=C/c2c(C)nn(-c3ccccc3)c2OC)cc1
→ 71*	0	0	-1.5	-5	-4	-71	-5	7	-11
- CCC(C)OC1OC(CO)C(O)C(O)C1NC(C)=O (stereo unspecified)
→ -34	1	15	0.3	-2	7	34	4	-5	0
- O=C(Nc1ccncc1Cl)c1ccncc1
→ 3	-1	4	-1.2	-4	6	-3	1	-7	-4
- CCc1nc2scc(-c3ccccc3)c2c(=O)n1N
→ 4	-2	-4	·	-1	15	-4	-10	-1	0
- CCS(=O)(=O)N1CCC(N2CCN(c3ccccc3)CC2)CC1
→ -21	2	-8	-0.3	-3	-21	21	-5	-1	-2
- O=C(NCc1ccccc1)c1cnc(-c2ccccn2)nc1C(F)(F)F
→ 7	-1	-8	-1.0	-5	-6	-7	-5	1	10
- CCOc1ccc(N2CC(C(=O)Nc3ccncc3)CC2=O)cc1 (stereo unspecified)
→ -21	-3	0	-2.4	-2	15	21	-6	-1	-2
- S=C(NN=Cc1ccccn1)N(Cc1ccccn1)Cc1ccccn1
→ -1	8	2	-0.4	3	48	1	-11	-3	-74
- CSc1cccc(NC(=O)CNC(=O)c2ccc3c(c2)OCO3)c1
→ -7	-1	-13	-1.1	61*	·	7	-2	0	7
- CC1CN=C(c2ccccc2)O1 (stereo unspecified)
→ -7	-1	-5	-4.0	4	-20	7	-15	5	1
- Cc1cc(C(=O)NNC(=O)CN2C(=O)NC3(CCCCC3)C2=O)c(C)o1
→ -15	1	-11	-2.9	-4	1	15	-10	2	·
- Cc1cc2c(nn1)CCc1c-2no[n+]1[O-]
→ -16	6	-7	0.5	5	-4	16	-7	-9	·
- CC1CC1c1ccc(/C=C(\C#N)C(=O)Nc2cc(Cl)ccc2Cl)o1 (stereo unspecified)
→ 34	0	7	-0.3	3	-5	-34	-4	8	10
- Cc1cccc(C)c1OC(=O)Cc1ccccc1[N+](=O)[O-]
→ 9	-1	11	-0.1	6	-10	-9	2	-9	-10
- C=CCCN([C@H](CO)Cc1ccccc1)S(=O)(=O)c1ccccc1Br
→ 25	·	-28	-0.8	2	-7	-25	-5	2	23
- Cc1ccc(-c2nc3ccccc3s2)cc1NC(=S)NC(=O)/C=C/c1ccco1
→ 58	10	-18	-0.8	0	-27	-58	-7	8	-21
- Cc1ccc(NC(=S)N2CCn3cccc3C2c2cccnc2)cc1 (stereo unspecified)
→ -6	3	-3	-2.5	-2	5	6	-2	-10	3
- CCOC(=O)c1[nH]c2ccccc2c1NC(=S)Nc1ccccc1C
→ 55	·	-9	-1.9	·	-15	-52	-7	-3	·
- COc1cccc(-n2c(SCC(=O)NC(C)(C)C)nnc2-c2ccoc2C)c1
→ ·	-1	-10	-1.4	-3	3	·	-3	-4	3
- Cn1nc(C(=O)NCc2ccccc2)cc1C(=O)NCc1ccccc1
→ 29	24	-13	-1.1	-1	-2	-29	7	2	·
- CCC(CC)C1C(C#N)=C(N)Oc2n[nH]c(-c3ccccc3)c21 (stereo unspecified)
→ 0	-1	-12	-1.3	0	43	0	-3	4	-12

The list continues:
Results follow in this order: SR-BI DiI inh	NSD2 HMT inh	PvdQ inh	CAL PDZ FP-2	CAL PDZ FP-1	PfHsp90 set2	SR-BI uptake up	dFosB activator	Rtt109 Vps75	MITF act
- O=C(NCC1CCCO1)c1cc2ccccc2[nH]1 (stereo unspecified)
→ -5	-4	1	-0.6	0	-7	5	-2	-2	16
- COc1ccc(Br)cc1S(=O)(=O)Nc1ccc(Cl)cn1
→ -7	-4	5	0.1	-4	-3	7	-1	7	·
- CC1CCCC(C)N1C(=O)COC(=O)CSc1ccc(C(N)=O)cc1[N+](=O)[O-] (stereo unspecified)
→ -12	0	-4	-1.5	-3	14	12	-3	-1	6
- O=C(NCc1ccco1)C(=O)NCC1OCCN1S(=O)(=O)c1ccc(Br)cc1 (stereo unspecified)
→ 2	-3	-12	-0.2	-4	2	-2	4	-5	5
- CCOC(=O)N1CCN(CC(=O)Nc2ccc(F)c(F)c2)CC1
→ -13	0	8	-1.0	·	1	13	-10	15	4
- C[C@H](CO)N1C[C@H](C)[C@@H](CN(C)Cc2ccc(Oc3ccccc3)cc2)Oc2ccc(NC(=O)Cn3cnnn3)cc2C1=O
→ -21	·	-7	1.0	-4	19	21	-17	13	-1
- CCOC(=O)COc1cc2c(C(=O)OCC)c(C)oc2cc1Br
→ 35	-1	-12	-1.6	-1	·	-35	-2	·	·
- COc1cccc(C(=O)Nc2ccccc2C(=O)NCC2CCCO2)c1 (stereo unspecified)
→ -10	-4	-6	-1.0	·	-8	10	-17	2	-8
- O=C(Nc1cc(S(=O)(=O)N2CCOCC2)ccc1N1CCOCC1)c1cccc(S(=O)(=O)N2CCCCC2)c1
→ ·	-5	-10	0.0	1	-25	·	-8	-3	-6
- CCC(NC(=O)CCc1ccccc1)c1ccccc1 (stereo unspecified)
→ -23	-7	2	0.2	5	8	23	9	5	-4
- COC(=O)C1=C(C)OC(N)=C(C#N)C1c1c(C)nn(C)c1C (stereo unspecified)
→ -18	4	-11	-3.3	-1	2	18	5	-7	-21
- CC(C)Oc1ccc(C(CC(=O)O)NC(=O)c2cccs2)cc1 (stereo unspecified)
→ -8	0	5	-0.7	·	5	8	-9	-2	-3
- COc1ccc(CC(=O)OCn2nnc3ccccc3c2=O)cc1OC
→ ·	-2	-3	-0.4	·	-8	·	-3	-6	8
- O=C(NCC1COCCO1)C1CCN(S(=O)(=O)c2ccccc2)CC1 (stereo unspecified)
→ -4	-2	-5	-0.1	0	16	4	1	-3	-9
- Cc1cccc(C2c3[nH]c4ccccc4c3CCN2C(=O)c2cn(C)c3ccccc3c2=O)n1 (stereo unspecified)
→ 9	6	-15	-2.7	0	19	-9	-12	18	-8
- COc1ccc(NC(=O)c2ccco2)cc1NC(=O)c1ccc(C)cc1
→ 22	2	-6	-2.5	0	·	-22	-8	-7	·
- O=C(O)c1ccccc1CSc1nc2ccccc2o1
→ -28	11	5	-0.6	-7	2	28	-3	3	46
